# Bioassay records as filed in PubChem BioAssay.
# PGC1a acetyl inh: lowers PGC1a acetylation signal in U2OS cells; actives 0.17% (n = 350,000); AlphaScreen anti-acetyl-lysine; with virally co-expressed GCN5 acetyltransferase; inhibition, % at 15.6 µM; AID 651687;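 active = every replicate shows inhibition of at least 40%; inconclusive = mean inhibition at least 40% but some replicate below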;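 also: 0% = neutral control wells and 100% = positive control wells; some results beyond the cut were filed as inactive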
# PglD inh: blocks C. jejuni PglD acetyltransferase activity | purified PglD enzyme, DTNB colorimetric CoA detection | inhibition, % at 12.5 µM | actives 0.098% (n = 360,000); in the data active = inhibition above about 16%, passing the limit was not always enough; inconclusive = no clear call, values can overlap the other calls; also: strong numbers were not always called active
# Active calls of the source: *; ? = inconclusive. Not all compounds are listed; count on the stated rates, not on these rows.
# Sample of the layout, six compounds:
Compound	PGC1a acetyl inh	PglD inh
Cc1ccc(N2C(=O)C(CN(C)C)C2c2ccccc2)cc1 (configuration not stated)	4	1
Oc1c(Br)cc(Br)cc1/C=N/c1nc2c(s1)CCCC2	2	3
O=C(CC(c1ccccc1)c1ccccc1)NCCO	-5	-2
COC(=O)Cn1c(C)nc(=O)c(-c2ccccc2)c1C	1	-1
CCOC(=O)C1CCCN(Cc2ccc3c(c2)OCO3)C1 (configuration not stated)	6	3
CC(=O)c1ccc(NC(=O)Cn2cnc(S(=O)(=O)N3CCCC3)c2)cc1	-20	0

# The list itself, previewed entries included:
Compound	PGC1a acetyl inh	PglD inh
Cc1ccc(N2C(=O)C(CN(C)C)C2c2ccccc2)cc1 (configuration not stated)	4	1
Oc1c(Br)cc(Br)cc1/C=N/c1nc2c(s1)CCCC2	2	3
O=C(CC(c1ccccc1)c1ccccc1)NCCO	-5	-2
COC(=O)Cn1c(C)nc(=O)c(-c2ccccc2)c1C	1	-1
CCOC(=O)C1CCCN(Cc2ccc3c(c2)OCO3)C1 (configuration not stated)	6	3
CC(=O)c1ccc(NC(=O)Cn2cnc(S(=O)(=O)N3CCCC3)c2)cc1	-20	0
COc1ccc(N2CCN(C(CNS(=O)(=O)c3cccs3)c3cccnc3)CC2)cc1 (configuration not stated)	8	-3
CN1C(=O)C2(Oc3ccccc3C3CC(c4ccccc4)=NN32)c2ccccc21 (configuration not stated)	-29	5
Cc1noc(C)c1COC(=O)c1ccc2ccccc2n1	0	4
CCCn1c(SCC(=O)N2CCCc3ccccc32)nnc1-c1ccco1	-4	3
O=C(Cc1ccc(Cl)cc1)Nc1ccccc1N1CCOCC1	-2	6
Nc1c(C(=O)NCCN2CCOCC2)c2nc3ccccc3nc2n1CCc1ccccc1	-15	0
c1csc(C(c2nnnn2C2CCCC2)N2CCCC3(CCCCC3)C2)c1 (configuration not stated)	26	1
O=C(CCCCCN1C(=O)c2ccccc2C1=O)NCCc1nc2ccccc2[nH]1	-2	5
COc1cc(C)c(Cl)cc1S(=O)(=O)NCCCN1CCOCC1	-12	3
CCN(CC)CCNC(=O)c1nn(-c2ccc(C)cc2)c(=O)c2c1c1ccccc1n2C	-8	4
O=C(c1ccco1)N1CCN(C(=O)C2CCCN(S(=O)(=O)c3cccc4nsnc34)C2)CC1 (configuration not stated)	-8	10
CCN1CCN(CCNC(=O)c2ccc(CS(=O)(=O)c3ccccc3C)o2)CC1	6	-1
CC(=O)NC(Cc1ccc(C)cc1)C(=O)NC1CCN(C(=O)c2cnccn2)CC1 (configuration not stated)	-9	3
CC(O)(C#CCN1CCCCC1)c1ccccc1 (configuration not stated)	-15	-8
CC1CC(C(F)(F)C(F)(F)F)n2nc(C(=O)O)cc2N1 (configuration not stated)	-11	-7
CCC(C)NC(=O)CSc1nc(-c2cccs2)cc(C(F)(F)F)n1 (configuration not stated)	-1	2
CCOc1ccccc1C(=O)N1CCN(C(c2ccccc2)c2ccccc2)CC1	0	4
CC(C)(C)c1ccc(S(=O)(=O)NCC(=O)Nc2sc3c(c2C(N)=O)CCCC3)cc1	-16	5
Cc1cc(C)n2nc(C(=O)Nc3nnc(C4CC4)s3)nc2n1	-13	4
Cc1ccc(C(=O)Oc2cccc(NC(=O)c3cccs3)c2)cc1S(=O)(=O)N1CCOCC1	8	7
O=C(NC(NC(=O)c1ccccc1)C(=O)c1ccccc1)c1ccccc1	4	-1
c1csc(C(c2nnnn2C2CCCC2)N2CCOCC2)c1 (configuration not stated)	1	-6
Cc1cc(NC(=O)CSc2nnnn2C2CCCC2)no1	8	-3
CCCCCCCCNc1ncnc2ccccc12	-2	-4
Cn1c(=O)[nH]c(=O)c2c1nc(OC(=O)c1ccccc1)n2CC(O)COc1ccccc1 (configuration not stated)	1	4
Cc1ccc2nc(C)cc(NCCO)c2c1	5	2
COc1ccc(CN2CCCC(C(=O)N(C)Cc3ccccc3)C2)cc1OC (configuration not stated)	-6	0
O=C(O)/C=C\C(=O)Nc1ccccc1C(=O)NCc1ccccc1	-8	4
Cc1nn(C)cc1CNC(=O)Nc1ccc(Cl)cc1	-4	5
COc1ccc(OC)c(C2C(C(=O)c3cc4ccccc4o3)=C(O)C(=O)N2c2cc(C)on2)c1 (configuration not stated)	5	-12
CCOC(=O)N1CCN(C(=O)CSCC(=O)Nc2nc(-c3ccc4c(c3)OCO4)cs2)CC1	-18	2
CC1(C)Cc2ccccc2C(NNC(=O)c2ccccn2)=N1	5	-7
COC(=O)c1cc2c(ccn2-c2ccc(F)cc2)n1CC(=O)N1CCN(C(=O)c2ccco2)CC1	1	-1
COC(=O)C1=C(N)Oc2cc(C)[nH]c(=O)c2C1c1cccnc1 (configuration not stated)	2	-18
COc1ccc(N2C(=O)CC(NC3CCCCNC3=O)C2=O)cc1 (configuration not stated)	-3	1
COc1ccccc1-c1cc(C(F)(F)F)nc(S(=O)(=O)CCCC(=O)Nc2cc(C)on2)n1	16	3
CCn1c(=N)c(S(=O)(=O)c2ccc(F)cc2)cc2c(=O)n3ccccc3nc21	-4	-1
c1ccc2c(c1)OCC(c1nnc3n1-c1ccccc1SC3)O2 (configuration not stated)	0	6
COCC(C)n1c(C)cc(C(=O)COC(=O)c2ccc3ncsc3c2)c1C (configuration not stated)	-10	-5
CCOC(=O)N1CCN(S(=O)(=O)c2ccc3c(c2)CCN3C(=O)C2CC2)CC1	-17	3
CCOc1ccccc1NC1=C(Cl)C(=O)N(Cc2ccccc2)C1=O	-15	-3
N#CCCn1cc(C(CC(=O)c2ccc(Br)cc2)C(=O)O)c2ccccc21 (configuration not stated)	-10	7
Cn1c(SCC(=O)OC2CCCCC2)nnc1-c1ccc2c(c1)OCO2	-8	3
O=C(COC(=O)Cc1ccc2c(c1)OCCO2)Nc1ccc(S(=O)(=O)N2CCCC2)cc1	11	0
Cc1cc(C(=O)CSc2ccc(Cl)cc2)cc(C)c1OC(=S)N(C)C	-10	-1
O=C(C1CCCN(S(=O)(=O)c2cccc3nsnc23)C1)N1CCc2ccccc21 (configuration not stated)	-17	-6
COc1ccc2cc(C)c(SCC(=O)Nc3cc(C)on3)nc2c1	-8	-3
Cc1cccc(NC(=S)NNC(=O)c2ccc(Br)o2)c1	1	7
COc1ccc2c(c1OC)CN(C)CCc1cc3c(cc1C(O)C2)OCO3 (configuration not stated)	11	2
COc1ccc2c(c1)-c1c(sn(-c3ccc(OC)c(OC)c3)c1=S)C(C)(C)N2	-42	3
CCS(=O)(=O)N1CCC(c2nc(-c3ccc(C)cc3)no2)CC1	-3	1
Cc1cc(C(=O)OCC(=O)Nc2cc(S(=O)(=O)N3CCOCC3)ccc2Cl)c(C)o1	0	8
O=C(OCCCN1CCCCC1)c1ccc(O)cc1	?	1
Nc1ncn(C23CC4CC(CC(C4)C2)C3)n1	-2	-2

# More compounds.
Compound	PGC1a acetyl inh	PglD inh
Cc1cc(OCc2nn[nH]n2)c2c(C)c(Cc3ccccc3)c(=O)oc2c1	-4	6
COC(=O)c1[nH]c2ccc(Cl)cc2c1NC(=O)C1CC1	-3	-1
C=CCn1c(SCc2nc3ccccc3[nH]2)nnc1-c1cccc(OC)c1	0	7
COc1ccccc1N(C(=O)Cn1nnc2ccccc21)C(C(=O)NCc1ccco1)c1ccc(C)o1 (configuration not stated)	-9	4
CCOc1ccc(C(O)Cc2nc3ccccc3n2C)cc1 (configuration not stated)	-8	3
O=C(COc1cccc(F)c1)N1c2ccccc2Sc2ccccc21	-9	9
Cc1[nH]c2c(C)cccc2c(=O)c1Br	-7	-9
O=c1[nH][nH]c(C(F)(F)F)c1C=NCc1ccccc1Cl	15	-1
Cc1cc(C)c2cc(CN(CCN3CCCC3)C(=O)Nc3ccc(F)cc3)c(=O)[nH]c2c1	4	11
Cc1c(C)n(C(=O)CN2CCN(c3ccccn3)CC2)c2ccccc12	-7	3
CCCCOc1ccccc1NC(=O)c1ccc(=O)[nH]c1	-9	2
Cn1c(CSCc2ccccc2Cl)nnc1SCC(=O)Nc1nccs1	8	-6
COc1cc(C(=O)OCC(=O)NCc2ccccc2)cc(NC(=O)c2ccco2)c1OC	3	0
Cc1ccc(C(=O)Nc2ccc3nc(C)sc3c2)s1	-3	4
Cc1ccc(/C=N/N2CCN(Cc3ccc(Cl)cc3)CC2)o1	4	0
O=C(CSc1nnc(C2CC2)n1-c1ccccc1)NCCc1ccccc1	51	3
Cc1ccc(-c2nc3cc(NC(=O)C(C)C)ccc3o2)cc1	-9	7
CC(=O)Nc1ccc2c(c1)nc(CN1CCCC1)n2C	3	1
Cc1ccccc1OCc1nc2ccccc2c(=O)n1NC(=O)c1ccco1	11	2
CN1c2ccccc2Oc2c(c(=O)n(C)c(=O)n2C)C1c1cccc([N+](=O)[O-])c1 (configuration not stated)	6	-3

# Rewritten with two lines to a compound: five of the compounds above
# Screens in order – PGC1a acetyl inh | PglD inh
- COc1ccccc1N(C(=O)Cn1nnc2ccccc21)C(C(=O)NCc1ccco1)c1ccc(C)o1 (configuration not stated)
  -9 | 4
- CCOc1ccc(C(O)Cc2nc3ccccc3n2C)cc1 (configuration not stated)
  -8 | 3
- O=C(COc1cccc(F)c1)N1c2ccccc2Sc2ccccc21
  -9 | 9
- Cc1[nH]c2c(C)cccc2c(=O)c1Br
  -7 | -9
- O=c1[nH][nH]c(C(F)(F)F)c1C=NCc1ccccc1Cl
  15 | -1

# Continuation.
Compound	PGC1a acetyl inh	PglD inh
Cc1ccc(-n2ncc3c2ncn2nc(-c4ccco4)nc32)c(C)c1	-8	-1
Cc1[nH]n2c(=O)c3c(nc2c1-c1ccc(Cl)cc1)CCC3	-5	-3
O=C(CN1CCN(C(=O)c2ccco2)CC1)Nc1c2c(nc3c1CCC3)CCCC2	-21	-14
CCOC(=O)C1=NN(C(=O)Nc2ccc(OC)cc2)C2C(=O)N(c3cccc(C(F)(F)F)c3)C(=O)C12 (configuration not stated)	-5	8
CCOc1ccc2nnnn2n1	0	-5
CCN(CC)Cc1c(O)c(Cl)cc2c3c(c(=O)oc12)CCCC3	6	0
NC(=O)C1(N2CCCCC2)CCN(C2CC(=O)N(Cc3cccs3)C2=O)CC1 (configuration not stated)	11	6
CNS(=O)(=O)c1cccc2cccnc12	-15	3
CCOc1nc2c(c(=O)n(C)c(=O)n2C)n1Cc1ccccc1Cl	0	6
COc1ccc(OC)c(/C=N/N(C)c2ccccc2)c1	0	-1
CCOC(=O)CC1C(=O)NCCN1C(=O)Nc1ccc(Cl)cc1 (configuration not stated)	13	7
CC(C)N(Cc1nc(-c2ccccc2)no1)C(=O)CN(C)S(=O)(=O)c1ccc(Br)cc1	2	0
Cn1c(CCNC(=O)c2ccccc2)nc2ccccc21	9	-3
Cc1cc(C)nc(N/N=C/c2ccco2)n1	-8	3
CCn1c2ccccc2c2cc(NC(=O)CSc3nnc(-c4cccc(OC)c4)n3N)ccc21	-6	0
Cc1cc(OC(C)C(=O)N/N=C/CC(C)c2ccccc2)ccc1Cl (configuration not stated)	13	-4
Cc1[nH]c2ccccc2c1CCNC(=O)c1ccc2c(c1[N+](=O)[O-])C(=O)c1ccccc1C2=O	2	-2
CCC(=O)c1cc(F)c(N2CCN(S(=O)(=O)c3ccccc3)CC2)cc1C	-4	-2
COc1ccccc1CCN1C(=S)NC(C)(C)CC1(C)O (configuration not stated)	-25	0
Oc1ccc(N2CCN(C(c3cccs3)c3nnnn3CCc3ccccc3)CC2)cc1 (configuration not stated)	23	1
